# Screening data deposited in PubChem BioAssay by several laboratories.
# Efflux pump inh – inhibitors of Candida efflux pumps in yeast, primary screen, S. cerevisiae, Nile Red, multiplex | S. cerevisiae Candida pump triplex | hit rate 0.44% among 330,000 | inhibition, % at 10 µM;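 active means plate passing quality check with inhibition over a set limit, or well fluorescence over plate mean plus 4 SD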;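 further: Nile Red retained in pooled yeast measured as flow cytometry median fluorescence; 0% = buffer negative control and 100% = Enniatin B positive control; higher means more Nile Red kept so more efflux inhibition; some compounds called inactive have numbers as strong as hits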
# MEX-5 binding – MEX-5 zinc finger RNA-binding disruptors – biochemical, C. elegans, fluorescence polarization, MLPCN library, primary screen | activity score (negative = inhibition of binding), % at 10 µM | Zinc finger protein mex-5 (Caenorhabditis elegans), Q9XUB2 | MEX-5/FITC-TCR2 RNA binding; stronger effect = lower value | hit rate 0.38% among 300,000 | AID 1832, 2009;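 active means inhibition past about -25% in most replicates, and total fluorescence under double the plate's negative control median, limit read from the data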;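 further: 0% = DMSO and -100% = 5 µM competing unlabeled TCR2 RNA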
# Target sequence (Q9XUB2 whole entry, looked up): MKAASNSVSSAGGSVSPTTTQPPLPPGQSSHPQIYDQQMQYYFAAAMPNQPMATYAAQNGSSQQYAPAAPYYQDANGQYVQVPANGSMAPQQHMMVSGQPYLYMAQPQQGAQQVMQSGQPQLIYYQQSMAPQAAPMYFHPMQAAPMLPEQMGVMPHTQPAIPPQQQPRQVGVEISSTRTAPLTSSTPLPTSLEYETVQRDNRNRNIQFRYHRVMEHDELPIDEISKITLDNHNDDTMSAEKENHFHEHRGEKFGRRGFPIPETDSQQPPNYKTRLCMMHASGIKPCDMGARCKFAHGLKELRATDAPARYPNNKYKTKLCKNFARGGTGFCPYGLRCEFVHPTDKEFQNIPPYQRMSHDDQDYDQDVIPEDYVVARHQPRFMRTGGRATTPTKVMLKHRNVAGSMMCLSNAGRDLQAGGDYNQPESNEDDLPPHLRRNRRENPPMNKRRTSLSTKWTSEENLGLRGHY
# Fam108B counter – mouse Fam108B serine hydrolase inhibitors, primary screen, counter-screen for RBBP9 inhibitor project, biochemical, fluorescence polarization | recombinant Fam108B, FP-Rh probe fluorescence polarization | inhibition, % at 9.51 µM | hit rate 0.33% among 300,000 | AID 1947, 2009;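 active means inhibition above the screen mean inhibition plus 3 SD, computed separately per campaign, cut at about 18% in these data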;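 further: inhibitors lower polarization as less probe binds the enzyme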
# ZTA counter – ZTA (EBV) inhibition in EBNA-1 counter-screen. P03206. ZTA-DNA binding, fluorescence polarization. inhibition, % at 11 µM. hit rate 0.15% among 320,000. AID 2234; in the data active means inhibition above about 33%
# Yeast superoxide – reduction of superoxide in aged yeast, primary screen, HTS | hit rate 0.18% among 330,000 | S. cerevisiae aged cells, superoxide DHE fluorescence; stronger effect = lower value | superoxide response (% of plate mean), % at 10 µM;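 active means superoxide response under a set limit, about three screen SD below normal, cut at about 65% in these data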;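 further: yeast aged for seven days with compound at 30 °C before DHE staining; 100% = average MFI of all compound-treated wells on the plate with controls excluded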
# MCL1-BIM inh – inhibitors of MCL1 binding to BIM-BH3, primary screen, biochemical, fluorescence polarization; Induced myeloid leukemia cell differentiation protein Mcl-1 (Homo sapiens), Q07820; GST-MCL1 / FITC-Bim-BH3 fluorescence polarization; inhibition, % at 10.9 µM; hit rate 0.68% among 320,000; AID 2057, 2009;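 active means inhibition above the mean inhibition of all tested compounds plus 3 SD, set per campaign, cut at about 40% in these data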;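 further: 0% = DMSO wells and 100% = unlabeled Bim-BH3 peptide control; higher means more loss of mP so more displacement of Bim peptide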
# Target sequence (Q07820 whole entry, looked up): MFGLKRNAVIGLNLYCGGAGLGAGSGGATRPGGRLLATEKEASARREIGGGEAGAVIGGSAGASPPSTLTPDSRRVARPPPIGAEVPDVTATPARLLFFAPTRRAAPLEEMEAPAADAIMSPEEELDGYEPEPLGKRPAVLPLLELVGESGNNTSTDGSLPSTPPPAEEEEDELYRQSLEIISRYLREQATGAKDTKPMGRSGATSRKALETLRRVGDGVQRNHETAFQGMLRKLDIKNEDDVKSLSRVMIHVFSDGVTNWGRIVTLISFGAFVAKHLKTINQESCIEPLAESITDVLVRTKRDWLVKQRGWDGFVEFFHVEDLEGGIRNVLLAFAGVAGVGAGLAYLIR
# EBNA-1 inh – EBNA-1 DNA-binding inhibitors, primary screen, biochemical, fluorescence polarization; hit rate 0.34% among 300,000; inhibition, % at 14.8 µM; in the data active means inhibition above about 28%
# GLD-1 RNA inh – GLD-1/TGE RNA complex disruptors, primary screen, biochemical, fluorescence polarization; inhibition, % at 5.96 µM; purified GLD-1 + fluorescein TGE RNA; Female germline-specific tumor suppressor gld-1 (Caenorhabditis elegans), Q17339; hit rate 0.44% among 320,000;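 active means percent inhibition above a per-plate cutoff, the plate mean of test compounds plus 3 SD, cut at about 30% in these data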;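 further: 0% = DMSO wells with GLD-1 and probe and 100% = wells lacking GLD-1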
# BCLXL inh – inhibitors of human Bcl-xL, primary screen, biochemical, fluorescence polarization, HTS | Bcl-2-like protein 1 (Homo sapiens), Q07817 | GST-Bcl-xL / FITC-Bim BH3 peptide fluorescence polarization | inhibition, % at 10.9 µM | hit rate 0.7% among 320,000;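 active means inhibition above the mean of all tested compounds plus 3 SD, cutoff set per campaign, cut at about 30% in these data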;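 further: 0% = DMSO wells and 100% = unlabeled Bim-BH3 peptide competitor; inhibitors lower millipolarization by displacing the labeled peptide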
# Target sequence (Q07817 whole entry, looked up): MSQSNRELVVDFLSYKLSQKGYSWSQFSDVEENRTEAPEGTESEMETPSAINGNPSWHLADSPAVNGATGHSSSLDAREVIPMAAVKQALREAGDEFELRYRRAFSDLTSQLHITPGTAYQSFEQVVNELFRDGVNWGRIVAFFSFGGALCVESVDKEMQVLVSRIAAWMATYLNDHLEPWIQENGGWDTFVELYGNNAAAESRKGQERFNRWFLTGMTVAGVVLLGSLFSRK
# * hit, by the source's call; · = not tested or not shown.
SMILES,Efflux pump inh,MEX-5 binding,Fam108B counter,ZTA counter,Yeast superoxide,MCL1-BIM inh,EBNA-1 inh,GLD-1 RNA inh,BCLXL inh
CCC(=O)N1CCN(c2ccc(NC(=O)COc3ccccc3[N+](=O)[O-])cc2)CC1,0.2,-0.3,-2,-10,108,4,-17,1,3
O=C1CC(/C=C/c2ccccc2)(C(=O)NC2CCCC2)N1c1ccc(S(=O)(=O)N2CCCC2)cc1 (configuration not stated),4.9,-1.6,0,-6,96,1,-3,0,3
O=S(=O)(c1ccc(OC(F)(F)F)cc1)N1CCCC(c2ccccc2)C1 (configuration not stated),0.0,-1.1,0,-14,94,1,-4,-6,1
O=C1c2ccccc2S(=O)(=O)N1Cc1cc(=O)n2ccsc2n1,0.0,-0.7,-2,-9,104,-7,-7,-3,5
CN(C)Cc1c(C(=O)N/N=C/c2ccco2)nnn1-c1nonc1N,0.0,-1.1,-1,-1,97,3,-6,-1,0
O=C(COC(=O)CCNS(=O)(=O)c1ccccc1)Nc1ccc(OC(F)F)cc1,0.1,·,·,3,142,0,·,10,-4
COc1ccc(/C=C/CN2CCC(CO)(Cc3ccccc3Cl)CC2)cc1,0.6,4.2,1,6,120,-1,-27,-4,-3
Cc1ccc2n(n1)c(=O)c(Cc1ccccc1)c([O-])[n+]2-c1ccccc1,-0.1,1.2,1,2,104,13,1,3,7
CCCC(=O)NCCc1nc2ccccc2n1CC(=O)c1ccccc1,0.0,2.2,-4,13,92,1,7,7,2
Cc1cccc(C)c1OCCN1CCCC1,0.1,3.4,-2,-8,112,1,-7,3,1
OCC1(Cc2ccccc2)CCN(C2CCN(c3ccc(F)c(F)c3)CC2)CC1,-0.3,0.0,-1,-26,109,1,-9,8,6
CCOc1ccc(N(CC(=O)Nc2ccc(C)c(C)c2)S(=O)(=O)c2c(C)[nH]c(=O)[nH]c2=O)cc1,0.2,3.2,-2,-2,88,-3,-6,1,0
O=C(O)CCC(=O)Nc1ccc(SSc2ccc(NC(=O)CCC(=O)O)cc2)cc1,-0.2,-3.5,-9,-7,93,20,7,-4,11
CC(=O)N(CC(C)C(=O)O)c1c(I)cc(I)c(N)c1I (configuration not stated),0.2,·,4,-5,125,-7,-3,5,1
CC(=O)N1CCOc2ccc(S(=O)(=O)N3CCC(C(=O)NCc4ccc(C)cc4)CC3)cc21,0.0,2.1,6,8,101,-2,-7,2,2
O=C(c1ccc2c(c1)OCCCO2)N1CCCCC1,0.3,2.0,-5,-3,108,3,-7,0,4
O=C(Nc1cccc(S(=O)(=O)N2CCCCCC2)c1)C1CCN(C(=O)c2ccc(Cl)cc2)CC1,0.3,2.4,-3,-8,97,2,-17,-1,0
NNC(=O)c1[nH]c2ccc(Cl)cc2c1-c1ccccc1,-0.1,3.9,-5,8,101,1,15,-4,0
CNC(=O)c1sc(-c2ccc(Cl)cc2)nc1C,0.1,-0.3,-5,4,111,4,5,6,-1
CC(C)Cc1nc2sc3c(SCC(N)=O)ncnc3c2c2c1CCC2,0.3,·,0,4,107,8,2,3,8
CCCCc1ccc(S(=O)(=O)Nc2cc(C)on2)cc1,-0.1,0.0,10,-5,87,2,2,3,2
CCOc1ccccc1N1CCN(CC(=O)Nc2nc(C)c(C(=O)N(C)C)s2)CC1,0.2,-0.9,1,-10,118,1,-2,1,0
O=C(CSc1ccccc1)N1CCN(c2ccccn2)CC1,0.0,1.3,1,15,104,1,-4,0,7
Cc1nc2ccc(NC(=S)NC3CC3)cc2nc1C,-0.2,-3.3,-1,-4,101,4,6,1,1
O=C(CNC(=S)N(Cc1ccc(F)cc1)C1CCCCC1)NCC1CCCO1 (configuration not stated),0.1,2.6,-1,5,97,7,3,5,5
O=C(Nc1nnc(SCc2ccc(F)cc2)s1)c1cccnc1Cl,0.0,0.2,-3,-6,111,9,0,-1,8
Cc1cc(C)n2cc(CSc3nnnn3-c3ccccc3)nc2n1,0.0,2.3,1,-2,105,7,-12,1,4
CSCC[C@H](NC(=O)C1CCN(S(=O)(=O)c2ccc(C)cc2)CC1)C(=O)NC1CCS(=O)(=O)C1 (some centres not stated),0.1,1.3,-6,-10,87,6,-17,4,-1
O=C(Nc1ccc(F)cc1F)c1cccn1-c1ncc(C(F)(F)F)cc1Cl,-0.2,-0.4,3,1,130,8,6,8,7
O=C1c2ccccc2NC(c2ccc(-c3cccc([N+](=O)[O-])c3)o2)N1O (configuration not stated),-0.2,1.7,-3,-3,108,10,11,6,1
COc1ccccc1C1C(C(=O)c2cc3ccccc3o2)=C(O)C(=O)N1CCN1CCOCC1 (configuration not stated),0.1,1.0,-1,8,101,9,1,1,10
O=C(CN1C(=O)C2C3C=CC(C3)C2C1=O)NCc1ccco1 (configuration not stated),0.4,1.2,-6,5,115,7,-8,-4,3
Cc1cccn2c(=O)c(/C=C(\C#N)C(=O)NCc3ccccc3)c(N3CCC(C(N)=O)CC3)nc12,0.0,-7.4,2,-5,102,3,-3,0,2
Cc1ccc(Cl)cc1NC(=O)CCCN1C(=O)c2cccnc2C1=O,0.1,0.8,-1,-21,99,8,-2,7,5
CCOCCCn1c(=N)c(C(=O)NCCN2CCOCC2)cc2c(=O)n3cccc(C)c3nc21,-0.1,·,0,-7,108,12,11,6,14
COc1ccccc1CNC(=O)C1=C(C)C(=O)OC12CCC(C)CC2 (configuration not stated),-0.1,0.1,4,-3,100,-4,-6,8,-2
COc1cc(OC)cc(C(C(=O)NCc2ccccc2)N(Cc2ccco2)C(=O)c2ccno2)c1 (configuration not stated),0.0,4.3,-4,2,107,-50,-1,-43,-33
N#CCC1c2ccccc2CCN1C(=O)Nc1ccc(Cl)cc1 (configuration not stated),-0.1,-0.5,-5,11,108,3,6,5,5
COc1cc(NC(=O)C(C)N2CCN(C(=O)C3CC3)CC2)cc(OC)c1 (configuration not stated),-0.1,·,·,1,107,-10,·,-7,-5
O=C1/C(=C\c2cccc(O)c2O)SC(=S)N1Cc1ccccc1,-0.1,-1.4,10,19,100,16,-2,5,16
COc1ccccc1N/C(=N/S(=O)(=O)c1ccc(C)cc1)c1ccccc1,-0.1,0.2,-4,8,94,-6,14,-1,3
CCCCCCCCC(=O)N/N=C(\C)c1ccco1,-0.1,1.8,2,8,102,3,11,0,10
COc1ccc(CN(C)CC(=O)Nc2ccccc2-c2ccccc2)c(OC)c1,0.1,-1.7,-4,-2,93,0,-7,1,2
S=C(NCC1CCCO1)Nc1ccc(Cl)cc1 (configuration not stated),0.2,0.9,-2,10,105,-5,-7,-1,-2
COc1ccc(C(=O)c2c(C)c(CCC#N)n3ccccc23)c(OC)c1,0.2,-2.1,4,-4,105,0,2,1,3
Cc1ccc(CN(C)C(=O)c2cccc(S(=O)(=O)N3CCCC3)c2)cc1,0.0,·,·,0,109,6,·,7,2
Cc1ccc2[nH]c3c(N4CCc5ccccc5C4)ncnc3c2c1,0.1,1.1,14,7,87,2,7,6,6
COc1ccc(CNC(=O)Nc2ccc(C)cc2)cc1,0.0,0.6,-2,7,91,-3,11,-4,-1
COc1cccc(NC(=S)NC(C)c2ccc(OC)c(OC)c2)c1 (configuration not stated),-0.3,-1.1,2,19,110,4,5,3,4
Clc1ccc(/C=N/N2CCN(Cc3ccccc3)CC2)cc1,0.1,-2.2,2,-11,110,6,0,6,4
COc1ccccc1OCCC(=O)OCC(=O)Nc1cc(S(=O)(=O)N2CCOCC2)ccc1Cl,0.2,1.6,-2,11,100,2,3,-2,2
C(=N\n1cnnc1)/c1ccc(OCc2cccc3ccccc23)cc1,0.1,-0.2,-4,-10,91,7,-3,4,5
N#Cc1nc(COc2ccccc2Cl)oc1NCc1cccnc1,0.0,0.7,2,5,104,9,6,6,12
Cc1cc(-c2cccs2)c2c(n1)sc1c(=O)[nH]c(=O)[nH]c12,0.1,-5.1,-1,-4,102,0,-4,6,6
COC(=O)c1cc(-c2cccc([N+](=O)[O-])c2)c2c(=O)[nH]c(=O)n(C)c2n1,0.1,2.4,0,2,88,4,14,8,1
Clc1ncccc1OCc1ccccc1,0.1,0.6,0,3,110,1,3,-4,8
CCSc1nnc(NC(=O)C(Cc2ccccc2)n2cccc2)s1 (configuration not stated),-0.3,0.7,3,9,96,7,16,-1,6
COc1cccc2cc(C(=O)C3=C(O)C(=O)N(CCN4CCOCC4)C3c3ccc(Cl)cc3)oc12 (configuration not stated),0.0,1.1,2,8,94,-3,0,-6,-1
COC(=O)C(C)Oc1ccc2cc(-c3ccccc3)c(=O)oc2c1 (configuration not stated),0.1,-1.0,2,-18,91,-3,-20,2,4
N#Cc1c2n(c(=S)n(-c3ccccn3)c1=O)CCCCC2,0.1,-2.1,13,-1,100,11,-2,1,8

# Limited to GLD-1 RNA inh (3 entries from above):
Compound	GLD-1 RNA inh
Cc1ccc2[nH]c3c(N4CCc5ccccc5C4)ncnc3c2c1	6
COc1ccc(CNC(=O)Nc2ccc(C)cc2)cc1	-4
COc1cccc(NC(=S)NC(C)c2ccc(OC)c(OC)c2)c1 (configuration not stated)	3

# Next part:
SMILES,Efflux pump inh,MEX-5 binding,Fam108B counter,ZTA counter,Yeast superoxide,MCL1-BIM inh,EBNA-1 inh,GLD-1 RNA inh,BCLXL inh
Cc1c(Br)cc(C(=O)O)c(C)c1C,0.0,0.1,0,16,87,8,5,7,3
CCn1c(SCC(=O)c2cccs2)nnc1-c1cccs1,0.0,1.2,-2,-14,99,-9,-10,7,-6
O=C(C1=C[C@H](c2csc3ccccc23)C[C@H](OCc2ccc(CO)cc2)O1)N1CCOCC1,0.1,3.8,-2,3,100,7,3,1,4
Cc1occc1-c1nnc(SCc2nnc(-c3ccc(Cl)cc3)o2)n1C,-0.1,0.9,0,-16,105,-4,-1,6,-2
Cc1nc(SCC(=O)Nc2cccc(C(=O)O)c2)n[nH]1,0.2,1.3,-3,-10,90,10,-7,-3,4
Cc1cc(C)nc(N/N=C/c2ccccc2)n1,-0.2,2.2,-2,-4,93,5,3,1,3
Cc1ccc(S(=O)(=O)N(Cc2n[nH]c(=S)n2-c2ccccc2)c2ccccc2)cc1,0.0,2.1,7,11,97,-9,4,4,-8
CC1CCc2nn(CC(=O)NCCCN3CCCC3=O)cc2C1 (configuration not stated),-0.1,1.9,-1,1,101,5,4,3,3
COc1ccc(Cn2c(=O)[nH]c3cc(C(=O)NC4CCN(Cc5ccccc5)CC4)ccc32)cc1,0.1,1.0,0,-1,89,1,-4,-5,-2
O=c1nc2ccc(Cl)cn2c2ccc(S(=O)(=O)N3CCOCC3)cc12,0.0,-6.0,-3,6,101,11,-16,3,10
CCOC(=O)/C(C#N)=C/c1cc2ccccc2nc1N1CCCCC1,0.0,-39*,-2,-1,92,-3,3,-5,6
C=C(C)c1cccc(C(C)(C)NC(=O)NC2CC(C)(C)NC(C)(C)C2)c1,0.0,1.9,-4,6,103,-3,-4,4,1
COCCOC(=O)c1c(C)oc2ccc(NS(=O)(=O)c3ccccc3)cc12,0.0,1.3,0,-10,114,2,-2,1,0
